From PubChem BioAssay
N370S GC – inhibits or activates N370S mutant glucocerebrosidase; N370S GC spleen homogenate, 4MU-glucoside fluorescence; P04062; Potency, µM (highest dose often 59.4 µM), inactives show at the highest dose activity change, negative = inhibition, usual class: inhibitors; 330,000 tested, 0.092% active;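 also: 0% = full enzyme activity and -100% = no enzyme basal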
FEN1 inhibitor – inhibitors of human flap endonuclease 1 | Recombinant FEN1 flap cleavage, fluorescence, 15 min | Potency, µM (highest dose often 114 µM), inactives show at the top dose activity change, negative = inhibition, usual class: inhibitors | 390,000 tested, 0.35% active | AID 588795; also: nearly all actives have a fitted effect of over 65% in size
Target sequence (P39748 whole entry, looked up): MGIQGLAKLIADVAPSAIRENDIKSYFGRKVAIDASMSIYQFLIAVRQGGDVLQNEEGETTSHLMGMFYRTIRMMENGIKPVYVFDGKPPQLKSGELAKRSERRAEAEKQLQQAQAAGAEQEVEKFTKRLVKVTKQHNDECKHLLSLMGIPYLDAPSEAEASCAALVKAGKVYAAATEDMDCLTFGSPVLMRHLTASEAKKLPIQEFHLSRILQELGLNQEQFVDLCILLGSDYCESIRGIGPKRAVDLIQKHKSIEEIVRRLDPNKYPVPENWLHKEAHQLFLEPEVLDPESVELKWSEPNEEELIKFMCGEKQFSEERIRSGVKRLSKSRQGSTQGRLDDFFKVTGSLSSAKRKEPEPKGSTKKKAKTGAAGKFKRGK
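In this screen, 50 nM flap DNA substrate was added to 10 nM FEN1 pretreated with compound for 15 min at room temperature; cleavage was followed with reads at 0 and 15 min, and Hill fitting gave concentration–response parameters.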
KAT2A inh – blocks human GCN5L2 histone acetyltransferase; GCN5L2 HAT assay, ThioGlo1 CoA-SH fluorescence; Q92830; Potency, µM (series often up to 58.9 µM), for inactives: top-dose activity change, negative = inhibition, hits mostly inhibitors; 390,000 tested, 0.21% active; AID 504327
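Titration-based screen in which CoA formation is detected via maleimide probe ThioGlo1 (50uM) turning fluorescent on thiol reaction; substrates H3(1-25) 75uM and acetyl-CoA 70uM, GCN5L2 20nM, 20 min incubation at room temperature.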
Starred values were filed as active, the others as inactive; ? = inconclusive; · = not tested or not shown; & = joins results of further samples. Calls follow the shape of the dose curve; as a rule, active = well fitted curve in the direction sought with a large enough effect; inconclusive = small, poorly fitted or top-dose-only effect, or another doubt; inactive = no such curve, though single readings can be large; an effect the other way counts as inactive or inconclusive. Unless noted, % is scaled to controls: 0 for no effect and ±100 for the full control effect; potency is read from the fitted curve at half-maximal effect.

SMILES | N370S GC | FEN1 inhibitor | KAT2A inh
CC(=O)Nc1ccc(S(=O)(=O)N2CCN(Cc3cccc([N+](=O)[O-])c3)CC2)cc1 | 8.5% | -3.7% | -11.9%
Cc1ccc(NC(=O)CN2C(=O)c3cccnc3Sc3ccccc32)c(Br)c1 | · | -1.3% | -3.4%
COc1ccc(C2=NOC(Cn3nc(-c4ccccc4)cc3C(=O)NCc3ccccc3OC)C2)cc1 (stereo not drawn) | · | -4.1% | -9.3%
COc1ccc(C(c2c(NC(C)=O)sc3c2CCCC3)N2CCN(CCO)CC2)cc1OC (stereo not drawn) | 14.1µM* | 14.1% | -2.3%
S=c1nc[nH]c2c1sc1nc(N3CCOCC3)c3c(c12)CCCC3 | 24.3% | 2.6% | -5.2%
Cn1c(O)c(N=Nc2ccccc2[N+](=O)[O-])c2ccccc21 | -0.9% | 0.4% | -3.0%
CCc1n(CC(O)COCC2CC=CCC2)c2ccccc2[n+]1C (stereo not drawn) | 0.1% | 9.1% | -0.6%
CC(=O)N1c2ccccc2C(=O)C1N1CCN(c2ccc(Cl)cc2)CC1 (stereo not drawn) | · | 2.2% | 3.2%
Cc1ccc(S(=O)(=O)NC(CC(=O)O)c2ccccc2)c(C)c1 (stereo not drawn) | -8.4% | -8.1% | -22.1%
CC(C)CC(=O)Nc1ccc(C(=O)NNC(=S)NC(=O)C2CCCCC2)cc1 | 0.4% | -17.9% | -5.7%
CCCN(CCC)CCNC(=O)Cn1cnc2sc(C)c(S(=O)(=O)N3CCC(C)CC3)c2c1=O | · | 3.0% | -1.4%
O=Nc1c(O)[nH]c2c(Cl)c(Cl)ccc12 | -1.9% | · | 12.2%
Cn1c(=O)[nH]c(=O)c2c1nc(CN1CCN(c3ccccc3)CC1)n2Cc1c(F)cccc1Cl | · | -14.6% | -6.1%
CCc1ccc(Cc2cnc(NC(=O)c3ccc4c(c3)CC(c3ccccc3)OC4=O)s2)cc1 (stereo not drawn) | · | 18.2% | 0.4%
Cc1cccc(OCC(=O)Nc2cccc(O)c2)c1 | -0.3% | -1.7% | -1.4%
CCC(C)NC(=O)c1ccc2c(c1)N=C(C)c1cc(C)ccc1S2 (stereo not drawn) | · | 3.9% | -3.3%
CCC(NC(=O)Nc1cc(C)on1)(C(F)(F)F)C(F)(F)F | 11.3% | 16.4% | -6.6%
Cc1ccc(Oc2nnc(-c3ccccc3)c3ccccc23)cc1 | 21.4% | -19.9% | -6.9%
CCN(CC(=O)Nc1c(F)cccc1F)C(=O)c1ccc(-n2cncn2)c([N+](=O)[O-])c1 | 1.7% | -11.3% | -3.4%
CCOC(=O)N1CCN(c2ncc3c(n2)CC(c2ccccc2O)CC3=O)CC1 (stereo not drawn) | · | -12.3% | -2.2%
O=Cc1cccn1-c1nccc(-c2ccco2)n1 | 2.8% | -2.6% | -7.5%
CC(=O)N1CCN(C(=O)c2cc(-c3ccc(C)o3)nc3ccccc23)CC1 | ? | -1.0% | 20µM*
O=C(Nc1cccc(Cl)c1)c1cncn1-c1ccc(F)cc1 | 4.6% | 13.1% | -9.7%
COC1OC(CO)C(OC2OC(C(=O)O)C(OC3OC(COS(=O)(=O)O)C(OC4OC(C(=O)O)C(OC5OC(CO)C(OC6OC(C(=O)O)C(OC7OC(COS(=O)(=O)O)C(OC8OC(C(=O)O)=C[C@H](O)C8OS(=O)(=O)O)C(O)C7NC(C)=O)[C@@H](O)C6O)C(O)C5NC(C)=O)[C@@H](O)C4O)C(O)C3NC(C)=O)[C@@H](O)C2O)C(O)C1NC(C)=O (stereo partly drawn) | 2.2% | · | -7.8%
CCN(C(=O)Cn1ncc2c(=O)oc3ccc(C)cc3c21)c1cc(OC)ccc1OC | · | -11.2% | -9.0%
Cc1ccc(C)c(NC(=S)N(CCc2ccncc2)C(C)C)c1 | 12.5% | -9.4% | -2.8%
CCNS(=O)(=O)c1ccc(S(=O)(=O)N(Cc2ccccn2)C2CCCCC2)cc1 | 4.1% | 6.3% | -1.0%
COc1ccc(N(CC(=O)NCc2ccccc2C)S(=O)(=O)c2ccccc2[N+](=O)[O-])c(OC)c1 | -7.8% | 1.5% | -2.8%
O=C(NCCc1ccc(Cl)cc1)c1ccc(Br)s1 | 0.0% | 3.0% | -15.2%
COCCCN(C(=S)Nc1cc(Cl)cc(Cl)c1)C(C)c1ccncc1 (stereo not drawn) | -8.4% | -5.4% | 18.8%
COc1ccc(C2=NOC(C(=O)NCc3cccnc3)C2)cc1 (stereo not drawn) | -8.2% | -1.4% | -4.3%
CCOc1ccc(OCC(=O)Nc2ccccc2C(F)(F)F)cc1 | -0.4% | -3.0% | -1.1%
Cc1ccc(Cn2cccc2/C=C2/C(=N)N3C=CSC3=NC2=O)cc1 | 4.2% | -7.2% | -0.3%
O=C(c1cccc(Br)c1)N1CCN(c2cnn(-c3ccccc3)c(=O)c2Cl)CC1 | -1.8% | 0.7% | -4.4%
O=C(Nc1nc2c(F)cc(F)cc2s1)C1CCN(C(=O)c2ccc(F)cc2)CC1 | -1.6% | 0.7% | -25.1%
Cc1c(Cl)cccc1NC(=O)c1ccccc1-c1ccccc1C(=O)O | 2.7% | -13.7% | 2.0%
CN(CCCC(=O)O)S(=O)(=O)c1ccc2c(c1)C(=O)c1cc(S(=O)(=O)N(C)CCCC(=O)O)ccc1-2 | -4.7% | 22.5% | 3.1%
COC(=O)Oc1ccc(/C=N/NS(=O)(=O)c2ccccc2)cc1OC | -6.0% | 2.8% | -1.4%
CC(C)(C)OC(=O)N1CCC[C@H]1C(=O)Nc1ccc(S(=O)(=O)C(F)F)cc1 | -14.7% | -18.8% | 0.8%
COCCn1c(=O)[nH]c2cc(C(=O)Nc3cccc(F)c3)ccc2c1=O | 13.2% | 14.7% | 1.7%

Single records (already shown):
CCN(C(=O)Cn1ncc2c(=O)oc3ccc(C)cc3c21)c1cc(OC)ccc1OC across the screens: N370S GC = ·; FEN1 inhibitor = -11.2%; KAT2A inh = -9.0%
CC(C)(C)OC(=O)N1CCC[C@H]1C(=O)Nc1ccc(S(=O)(=O)C(F)F)cc1 across the screens: N370S GC = -14.7%; FEN1 inhibitor = -18.8%; KAT2A inh = 0.8%

Returning to the listing with the six entries that preceded the break.
SMILES | N370S GC | FEN1 inhibitor | KAT2A inh
O=C(Nc1nc2c(F)cc(F)cc2s1)C1CCN(C(=O)c2ccc(F)cc2)CC1 | -1.6% | 0.7% | -25.1%
Cc1c(Cl)cccc1NC(=O)c1ccccc1-c1ccccc1C(=O)O | 2.7% | -13.7% | 2.0%
CN(CCCC(=O)O)S(=O)(=O)c1ccc2c(c1)C(=O)c1cc(S(=O)(=O)N(C)CCCC(=O)O)ccc1-2 | -4.7% | 22.5% | 3.1%
COC(=O)Oc1ccc(/C=N/NS(=O)(=O)c2ccccc2)cc1OC | -6.0% | 2.8% | -1.4%
CC(C)(C)OC(=O)N1CCC[C@H]1C(=O)Nc1ccc(S(=O)(=O)C(F)F)cc1 | -14.7% | -18.8% | 0.8%
COCCn1c(=O)[nH]c2cc(C(=O)Nc3cccc(F)c3)ccc2c1=O | 13.2% | 14.7% | 1.7%
C#CC[N+]1(CC#Cc2ccc(C)cc2)CCCCC1 | -12.6% | 2.7% | -2.8%
Cn1ccnc1SCC(=O)c1ccc(Cl)cc1 | -10.4% | -3.4% | -6.8%
CN1CCc2c(sc3c2C(=O)NC(c2ccccn2)N3)C1 (stereo not drawn) | 8.9% | 10.5% | -7.6%
CC(=O)NCCC(=O)Nc1cc(S(=O)(=O)N2CCOCC2)ccc1N1CCCC1 | 0.7% | 8.2% | -7.1%
O=C1N=C(N2CCN(c3ccccc3)CC2)S/C1=C\c1ccco1 | -10.8% | 1.5% | ?
Fc1ccccc1NC(=S)N1CCN(Cc2ccccc2)CC1 | 1.3% | -6.8% | -1.5%
COc1ccc(Br)cc1CNC(=O)CCC(=O)n1nc(C)c2ccccc21 | 1.1% | 20.8% | -18.6%
NC(=O)CSc1nc2scc(-c3ccco3)c2c(=O)n1-c1ccccc1 | 10.2% | ? | -21.4%
O=C(c1ccco1)N1CCN(C(c2ccccc2F)c2nnnn2CC2CCCO2)CC1 (stereo not drawn) | 3.8% | 3.5% | 1.5%
CC(=O)N(Cc1cccnc1)c1nc2cc(C)cc(C)c2s1 | · | 3.2% | -7.7%
CC(C)(C)c1ccc(OCCn2cc(C(=O)c3ccco3)c3ccccc32)cc1 | · | -29.7% | -9.4%
CN1CCN(c2nnc(-c3ccc(F)cc3)c3ccccc23)CC1 | -1.8% | -6.4% | -3.0%
Cc1ccc(C)c(Cn2nnc3c(=O)[nH]c(C(=O)NCc4ccco4)nc32)c1 | -1.1% | -16.1% | -3.9%
Cc1cc(C)cc(N(C(C)C(=O)NC2CCCC2)S(C)(=O)=O)c1 (stereo not drawn) | -2.3% | -5.7% | 0.2%
CCC(CC)c1nnc(NC(=O)COc2ccc3c(c2)OCO3)s1 | 0.8% | 0.4% | -14.2%
O=C(Nn1c(SCc2ccc(F)cc2)nc2ccsc2c1=O)c1ccccc1 | 3.1% | 2.2% | -13.3%
Cn1c(=O)n(-c2ccc(Cl)cc2)c(=O)c2c3c(sc21)COC(C)(C)C3 | -0.2% | 15.0% | ?
COCCCn1c(C(=O)NCCC2=CCCCC2)cc2c(=O)n3cccc(C)c3nc21 | ? | 18.4% | -3.6%
COC(=O)c1ccc(OC(=O)C2CSC3(C)CCC(=O)N23)cc1 (stereo not drawn) | -2.6% | -6.0% | -4.1%
COc1ccc(-n2cc(CNCCc3ncc(C)[nH]3)c(-c3ccccc3Cl)n2)cc1 | -3.8% | -1.1% | 1.1%

Structures from the list above containing a nitro group on carbon, in the order listed:
SMILES | N370S GC | FEN1 inhibitor | KAT2A inh
CC(=O)Nc1ccc(S(=O)(=O)N2CCN(Cc3cccc([N+](=O)[O-])c3)CC2)cc1 | 8.5% | -3.7% | -11.9%
Cn1c(O)c(N=Nc2ccccc2[N+](=O)[O-])c2ccccc21 | -0.9% | 0.4% | -3.0%
CCN(CC(=O)Nc1c(F)cccc1F)C(=O)c1ccc(-n2cncn2)c([N+](=O)[O-])c1 | 1.7% | -11.3% | -3.4%
COc1ccc(N(CC(=O)NCc2ccccc2C)S(=O)(=O)c2ccccc2[N+](=O)[O-])c(OC)c1 | -7.8% | 1.5% | -2.8%

(further entries)
SMILES | N370S GC | FEN1 inhibitor | KAT2A inh
COc1cc2oc3ccccc3c(=O)c2cc1OC | ? | ? | ?
CC(C)c1ccc(NC(=O)CCNS(=O)(=O)c2cccc3nsnc23)cc1 | 1.4% | -15.0%&-2.3% | 0.1%&-0.5%
CCCc1cc(N2CCCC(C(=O)NCC)C2)n2ncnc2n1 (stereo not drawn) | 0.1% | 3.6% | 2.8%
COCC(C)N=C1NN=C(c2cccs2)C(CC(=O)O)S1 (stereo not drawn) | -3.5% | -1.3% | 2.8%
CCCCN1CCNC[C@@H]1Cc1ccccc1 | -8.6% | -8.6% | -0.3%
O=C(Nc1ccnn1C1CCN(C(=O)c2ccc(C(F)(F)F)cc2)CC1)C1CC1 | -16.1% | 7.9% | -11.3%
Cn1c(=O)n(C)c2cc(/C=C(/C#N)C(=O)NCc3ccco3)ccc21 | -0.8% | -2.3% | -13.1%
COc1ccccc1OCCNC(=O)c1cccs1 | 8.0% | -2.8% | -1.9%
C[C@@H]1C(c2cccc(Cl)c2)=NN(c2ccc(Br)cc2)[C@H]1C(=O)N1CCOC1=O | ? | -7.9% | ?
COn1c(=O)c(=O)n(O)c2ccccc21 | 0.4% | -18.1% | 16.0%
COC(=O)C1CCN(C(=O)NC(C)(C)C)CC1 | -0.7% | 8.5% | -0.4%
CC1CCN(C(=O)COC(=O)Cn2cnc3c2c(=O)n(C)c(=O)n3C)CC1 | -7.6% | 17.9% | 0.3%
FCCCOc1ccc(-c2ccnc3ncnn23)cc1 | 11.9% | 6.4% | -10.3%
CCN(C(=O)C(=O)Nc1ccc2nc3n(c(=O)c2c1)CCCCC3)c1ccc(F)cc1 | · | -5.2% | -1.0%
CSc1ncccc1C(=O)N(C)CC(=O)Nc1ccc(Cl)cc1 | -3.5% | -1.0% | -2.0%
CC(C)NC(=O)[C@H](CSCc1ccccc1)N1Cc2ccccc2C1=O | 0.7% | -7.5% | 1.0%
CC(C)CCN(C(=O)c1ccncc1)c1c(N)n(Cc2ccccc2)c(=O)[nH]c1=O | · | -2.1% | -10.5%
O=C1c2oc3ccccc3c(=O)c2C(c2ccccc2F)N1Cc1ccc2c(c1)OCO2 (stereo not drawn) | · | 6.5% | -4.8%
CCOC(=O)C1=C(CC)Nc2ccccc2N=C1NC(=O)Nc1ccccc1OC | -0.8% | 6.2% | -1.9%
c1ccc(C2CNCc3c2ccc2ccccc32)cc1 (stereo not drawn) | -11.1% | -5.6% | -1.0%
O=C(Nc1nnc(-c2ccc3c(c2)CCCC3)o1)C1CCCCC1 | -2.4% | 18.0% | -9.7%
O=C(NC(=S)Nc1ccccc1)C1CCCCC1 | -10.3% | 20.0% | -17.7%
COc1cccc(/C=N/NC(=O)c2cc3c(OC)ccc(OC)c3[nH]2)c1O | -18.9% | -24.1% | 9.5%
COc1ccc(NC(=S)NCc2ccc3c(c2)OCO3)cc1 | -22.0% | -16.1% | -3.7%
CCOc1ccc2nc(NC(=O)CN3CCN(c4ccccn4)CC3)sc2c1 | -4.0% | -3.9% | ·
CCOc1cc(Br)c(C2C(C(=O)OC)=C(C)NC3=C2C(=O)c2ccccc23)cc1OCC (stereo not drawn) | · | 13.0% | 2.0%
